# Bioassay records as filed in PubChem.
# SRC2 TRFRET art: TR-FRET artefact, counter-screen to PPARgamma/SRC-2 agonist assay; stronger effect = higher value; TR-FRET ratio at 8 µM; 200,000 tested, 0.4% active; AID 1049; in the data active = TR-FRET ratio above about 2000; note: inactives centre near 1500; reference of the scale not given here
# DTT redox prof: compounds producing H2O2 with reducing agent – biochemical, NIH compound library profiling, artefact control for MLSCN library redox annotation, primary screen; DTT-dependent redox cycling H2O2, phenol red/HRP absorbance; 100% = 100 µM peroxide control, 0% = buffer; activation, % at 10 µM; 200,000 tested, 0.03% active; AID 878;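 active = activation of at least 50% relative to the plate's high and low controls in the primary single-dose screen; inactive = activation below 50%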;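 note: compound incubated with DTT at 0.8 mM final as the reducing agent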
# S1P3 antagonist: antagonists of human S1P3 receptor; Q99500; CHO S1P3 NFAT-BLA reporter, FRET fluorescence, antagonist mode; inhibition, % at 4.98 µM; 170,000 tested, 0.27% active;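 active = inhibition above the plate cutoff, the mean inhibition of test wells on that plate plus 3 SD, cut at about 28% in these data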;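 note: cells challenged with S1P at its EC80 of 0.8 µM; blue over green emission ratio from cleaved BLA substrate after 4 h stimulation; 0% = S1P-stimulated wells and 100% = unstimulated DMSO-only wells; some compounds past the cut are filed as inactive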
# ROMK primary: modulates human ROMK potassium channel activity; P48048; Tet-inducible ROMK, thallium flux fluorescence; actives lie on both sides; B-score at 10 µM; 130,000 tested, 2% active;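 active = signal ratio slope over the read window, or its plate-corrected B-score, at least 3 SD from the plate mean, either direction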;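 note: B-score of the F/F0 ratio slope over 7 to 12 s after thallium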
# TLR4 MyD88 comp: inhibitors of human TLR4-MyD88 binding; inhibition, % at 8.4 µM; O00206+Q99836; 200,000 tested, 0.18% active; HeLa CL3-4 TLR4/MyD88 BLA complementation, FRET ratio; in the data active = inhibition above about 25%;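 note: 0% = vehicle and 100% = reference inhibitor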
# Target sequence (O00206 whole entry, looked up): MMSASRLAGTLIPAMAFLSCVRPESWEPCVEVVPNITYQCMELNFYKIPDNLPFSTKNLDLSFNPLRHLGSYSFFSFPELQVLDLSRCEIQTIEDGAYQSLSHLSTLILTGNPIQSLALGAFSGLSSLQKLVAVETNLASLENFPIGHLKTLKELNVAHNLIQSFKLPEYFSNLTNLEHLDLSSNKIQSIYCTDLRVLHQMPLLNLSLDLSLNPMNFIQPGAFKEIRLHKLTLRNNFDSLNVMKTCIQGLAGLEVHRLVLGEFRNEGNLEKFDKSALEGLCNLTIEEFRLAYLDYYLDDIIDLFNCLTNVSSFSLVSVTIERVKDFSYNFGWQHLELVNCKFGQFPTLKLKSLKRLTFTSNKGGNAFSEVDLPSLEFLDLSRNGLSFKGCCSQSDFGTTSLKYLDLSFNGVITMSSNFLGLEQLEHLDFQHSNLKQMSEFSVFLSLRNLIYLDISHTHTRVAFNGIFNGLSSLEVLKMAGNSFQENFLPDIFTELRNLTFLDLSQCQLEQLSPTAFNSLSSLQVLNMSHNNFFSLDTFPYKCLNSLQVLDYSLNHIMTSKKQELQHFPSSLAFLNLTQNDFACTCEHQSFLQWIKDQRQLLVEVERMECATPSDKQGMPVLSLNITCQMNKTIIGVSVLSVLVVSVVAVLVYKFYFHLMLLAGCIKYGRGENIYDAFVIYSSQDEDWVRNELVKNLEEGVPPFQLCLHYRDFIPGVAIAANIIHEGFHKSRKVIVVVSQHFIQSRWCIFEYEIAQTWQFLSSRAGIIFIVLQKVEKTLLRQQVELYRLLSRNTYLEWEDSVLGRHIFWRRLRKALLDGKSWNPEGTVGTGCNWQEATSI
# Target sequence (Q99836 whole entry, looked up): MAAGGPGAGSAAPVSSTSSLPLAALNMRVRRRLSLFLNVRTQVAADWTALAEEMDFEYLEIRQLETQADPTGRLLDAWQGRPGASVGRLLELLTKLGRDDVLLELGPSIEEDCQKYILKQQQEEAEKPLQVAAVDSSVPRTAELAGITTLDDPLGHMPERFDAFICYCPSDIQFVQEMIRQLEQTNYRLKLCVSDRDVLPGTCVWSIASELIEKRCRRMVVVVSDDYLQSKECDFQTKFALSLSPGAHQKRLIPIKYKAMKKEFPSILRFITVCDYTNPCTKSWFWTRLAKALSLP
# L major viab: inhibitors of Leishmania major promastigote growth; Leishmania major promastigotes, resazurin fluorescence viability; inhibition, % at 10 µM; 200,000 tested, 9% active; AID 1063; in the data active = inhibition above about 50%;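 note: promastigotes grown with compound for 44 hours at 28 °C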
# bIAP act: intestinal alkaline phosphatase (bovine) activation; purified bovine IAP, CDP-star luminescence, 30 min; stronger effect = higher value; fold of DMSO-control signal, blank-subtracted; 200,000 tested, 0.17% active; activation factor at 20 µM;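 active = activation factor of 2 or more at 20 µM, a signal rise over negative controls twice the positive control's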
# bIAP inh: intestinal alkaline phosphatase (bovine) inhibition; 190,000 tested, under 10 active; AID 1019; purified bovine IAP, CDP-star luminescence, 30 min; inhibition, % at 20 µM;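 active = over 50% inhibition of intestinal alkaline phosphatase at 20 µM in the single-dose screen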
#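 Incubation: 30 min reaction at room temperature / Material: purified bovine intestinal alkaline phosphatase (IAP) enzyme / Input: enzyme at 1/65,000,000 dilution / Dosing: 20 µM single dose / Signal: CDP-star luminescence signal / Reagent: CDP-star chemiluminescent phosphatase substrate, 30 µM final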
# PPARg SRC-3 ag: promotes SRC-3 coactivator recruitment by human PPARgamma; P37231; biochemical PPARgamma/SRC-3 coactivator recruitment assay; activation, % at 8 µM; 200,000 tested, 0.26% active; AID 731; in the data active = activation above about 23%;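 note: 0% = DMSO and 100% = reference agonist; some compounds past the cut are filed as inactive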
# PPARg SRC-1 ag: promotes SRC-1 coactivator recruitment by human PPARgamma; P37231; PPARgamma-SRC-1 coactivator recruitment biochemical assay; activation, % at 8 µM; 200,000 tested, 0.41% active; AID 631; in the data active = activation above about 19%;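 note: 0% = DMSO and 100% = reference agonist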
# PPARg SRC-2 ag: PPARgamma-driven SRC-2 recruitment agonism | PPARgamma LBD-SRC-2 recruitment, biochemical | AID 1032 | 200,000 tested, 0.34% active | activation, % at 8 µM; in the data active = activation above about 22%;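 note: 0% = vehicle and 100% = reference agonist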
# Starred values were filed as active, the others as inactive; x = not tested or not shown.
[1] O=C(C1=C[C@@H](c2ccc(C(F)(F)F)cc2)C[C@@H](OCc2ccc(CO)cc2)O1)N1CCOCC1
[2] O=C(CSc1nnc(-c2ccccc2F)n1CCc1ccccc1)Nc1ccc2[nH]c(=O)[nH]c2c1
[3] CCSc1nc2ccccc2n1CCOc1ccccc1
[4] CCc1nnc(NC(=O)C2CC(=O)N(Cc3ccco3)C2)s1 (stereo not drawn)
[5] O=C(CCCSc1nc2sc3c(c2c(=O)[nH]1)CCC3)NCCCO
[6] Nc1c(-c2ccccc2)c(CN2CCOCC2)nn1-c1cccc([N+](=O)[O-])c1
[7] Cc1ccoc1C(=O)NCCCNC(=O)c1occc1C
[8] O=C1CC(N2CCC(O)(c3ccc(Cl)cc3)CC2)C(=O)N1 (stereo not drawn)
Assay by compound	1	2	3	4	5	6	7	8
SRC2 TRFRET art	1870	1668	1481	1492	1592	1604	1542	1493
DTT redox prof	-0.3	-0.7	0.4	-0.4	0.0	-2.0	1.6	0.6
S1P3 antagonist	-13	10	x	x	7	-6	-18	-23
ROMK primary	x	x	x	x	0.26	0.085	-0.055	-0.15
TLR4 MyD88 comp	-4	6	7	13	-1	3	4	2
L major viab	19	41	38	-3	-3	-13	-9	0
bIAP act	1	1.1	1	0.9	1	1.1	1	1
bIAP inh	-4	-6	-1	6	2	-8	3	2
PPARg SRC-3 ag	1	6	-7	-6	-4	-4	-3	-7
PPARg SRC-1 ag	7	1	-5	3	-2	3	7	-4
PPARg SRC-2 ag	24*	3	-3	-8	-6	3	4	1

[9] COc1ccc(C(=O)Nc2ccc(S(=O)(=O)N3CCCC3)cc2)c(OC)c1
[10] CC1=NN2C(=N)/C(=C\c3ccc(SCc4ccccc4)o3)C(=O)N=C2S1
[11] COc1ccc(OC)c(-c2cc(C3CCN(c4cc(Cl)nc(N)n4)CC3)[nH]n2)c1
[12] Cc1ccc(NC(=O)C2CC2C)c(Cl)c1 (stereo not drawn)
[13] c1ccc(-c2nnc(-c3ccco3)n2-c2ccccc2)cc1
[14] O=C(CNC(=O)c1ccc(Cl)cc1)NCCCn1ccnc1
[15] CSCc1cc(N2CCOCC2)nc(-c2ccccc2)n1
[16] O=C(CNc1ccc2ccccc2c1)N/N=C/C=C/c1cccc([N+](=O)[O-])c1
Assay by compound	9	10	11	12	13	14	15	16
SRC2 TRFRET art	1544	1438	1649	1512	1505	1491	1700	1529
DTT redox prof	0.0	0.8	-4.6	-2.1	0.3	1.9	0.2	0.5
S1P3 antagonist	x	x	x	-13	-16	-20	-9	9
ROMK primary	0.015	-1.4	x	-0.018	x	x	-0.75	x
TLR4 MyD88 comp	-10	0	-1	-3	5	4	-8	-2
L major viab	-1	2	100*	0	12	-2	-8	0
bIAP act	0.9	0.9	1	1	1	1.1	1.1	0.7
bIAP inh	11	14	0	3	3	-10	-6	26
PPARg SRC-3 ag	7	0	11	3	-4	4	-1	-7
PPARg SRC-1 ag	-3	-1	5	2	-2	6	-2	11
PPARg SRC-2 ag	6	-4	10	-3	3	-1	-4	4

[17] CSCCC(NS(=O)(=O)c1ccc(Cl)cc1)C(=O)OCC(=O)NC12CC3CC(CC(C3)C1)C2 (stereo not drawn)
[18] O=C(c1ccc(SCc2ccco2)c([N+](=O)[O-])c1)N1CCOCC1
[19] COc1ccc(OC)c2[nH]c(=O)c(CCNC(=O)c3ccc(Br)o3)cc12
[20] CCc1ccc(-c2nn[nH]n2)cc1
[21] CCOC(=O)CNC(=O)CSc1nc2cccnc2n1C
[22] CCN(CC)C(=O)Cn1cc(C(=O)C(=O)NCc2ccco2)c2ccccc21
[23] CCOc1ccc(CN2CCNC(=O)C2CC(=O)NCCCn2ccnc2)cc1 (stereo not drawn)
[24] O=C1N=C2SCCN2/C1=C\c1ccc(Cl)cc1
Assay by compound	17	18	19	20	21	22	23	24
SRC2 TRFRET art	1562	1651	1455	1717	1588	1799	1660	1387
DTT redox prof	0.2	-0.6	0.4	1.3	0.6	-0.3	-0.7	0.3
S1P3 antagonist	x	-26	-15	-23	-18	-17	7	x
ROMK primary	0.18	0.026	x	x	-0.11	0.11	0.64	-7.6*
TLR4 MyD88 comp	8	2	-11	-20	-2	5	0	-3
L major viab	1	-1	7	-6	18	-4	-3	3
bIAP act	1	0.9	1	1	0.9	1	1.1	0.8
bIAP inh	5	10	2	2	5	5	-8	16
PPARg SRC-3 ag	-8	2	-12	-4	-6	7	2	-6
PPARg SRC-1 ag	-3	1	0	2	-4	2	5	-1
PPARg SRC-2 ag	-6	11	0	5	2	7	12	1

[25] CCOc1ccc(-n2c(=S)sc3c(=O)[nH]c(SCC(=O)NC(C)CC)nc32)cc1 (stereo not drawn)
[26] Cc1nn(Cc2ccccc2)c(Cl)c1C(=O)NCc1ccc(C)n1C
[27] NNC(=O)c1nn(-c2ccc(Cl)cc2)ccc1=O
[28] O=C(N1CCN(c2ccccc2)CC1)C(F)(F)C(F)F
[29] C#CCN1C(=O)C(O)(CC(=O)c2ccc3c(c2)OCCO3)c2ccccc21 (stereo not drawn)
[30] CCOC(=O)c1ccc(NC(=O)CSCCC(=O)O)cc1
[31] Cc1cc(C)cc(N2C(=O)c3nccnc3C2=O)c1
[32] CC(C)n1c(SCc2ccccc2F)nc2c1c(=O)n(C)c(=O)n2C
Assay by compound	25	26	27	28	29	30	31	32
SRC2 TRFRET art	1431	1491	1425	1676	1507	1578	1602	1771
DTT redox prof	0.3	1.4	-3.5	-0.1	-1.3	-0.1	0.0	-1.4
S1P3 antagonist	x	-19	x	x	-17	-19	-3	36
ROMK primary	0.57	x	x	-0.43	x	0.018	-0.35	x
TLR4 MyD88 comp	-3	-7	-4	-5	4	-4	-8	3
L major viab	-8	-5	6	4	-4	-2	24	9
bIAP act	0.9	0.9	1	0.9	0.8	1.1	0.6	1
bIAP inh	9	12	-2	11	20	-11	43	0
PPARg SRC-3 ag	2	7	-10	6	3	0	2	10
PPARg SRC-1 ag	-1	-3	2	6	3	-7	-1	4
PPARg SRC-2 ag	5	6	1	5	5	4	4	0

[33] COC(=O)c1sc(N)c(C(=O)OC)c1CSc1nc2sc3c(c2c(=O)n1C)CCC3
[34] COc1cccc(NS(=O)(=O)c2ccc3[nH]cc(C(=O)NCCCOC(C)C)c(=O)c3c2)c1
[35] COc1ccc(COC(=O)c2ccc(N3CCCC3=O)cc2)cc1F
[36] COc1ccc(OCC(O)CNc2ccc(Br)cc2)cc1 (stereo not drawn)
[37] c1cncc(CN=C2Nc3ccccc3CS2)c1
[38] COc1ccc(CCNC(=O)Cc2ccc3c(c2)OCO3)cc1OC
[39] N=c1sccn1CC(=O)Nc1ccc(Cl)c(S(=O)(=O)N2CCOCC2)c1
[40] COc1cccc(NC(=O)CSc2nc3ccccc3c3nc4ccccc4n23)c1
Assay by compound	33	34	35	36	37	38	39	40
SRC2 TRFRET art	1582	1389	1530	1696	1589	1640	1400	1617
DTT redox prof	0.9	0.1	0.0	8.5	-0.6	0.3	-3.6	-0.4
S1P3 antagonist	x	4	6	-18	-29	8	x	-1
ROMK primary	-0.19	x	0.34	x	-0.6	x	x	0.053
TLR4 MyD88 comp	2	2	-10	-5	6	2	4	-14
L major viab	10	-4	-6	1	21	-3	4	-4
bIAP act	1	0.7	1	0.8	1.1	0.7	0.9	1
bIAP inh	-3	31	-2	18	-6	29	12	1
PPARg SRC-3 ag	2	-7	-1	7	-1	0	-18	-1
PPARg SRC-1 ag	-3	0	2	6	3	2	-2	-1
PPARg SRC-2 ag	6	-2	3	6	4	0	-6	1

# Compound profiles, from the list above:
# COc1cccc(NS(=O)(=O)c2ccc3[nH]cc(C(=O)NCCCOC(C)C)c(=O)c3c2)c1 is entered as SRC2 TRFRET art = 1389; DTT redox prof = 0.1; S1P3 antagonist = 4; ROMK primary = x; TLR4 MyD88 comp = 2; L major viab = -4; bIAP act = 0.7; bIAP inh = 31; PPARg SRC-3 ag = -7; PPARg SRC-1 ag = 0; PPARg SRC-2 ag = -2
# N=c1sccn1CC(=O)Nc1ccc(Cl)c(S(=O)(=O)N2CCOCC2)c1 is entered as SRC2 TRFRET art = 1400; DTT redox prof = -3.6; S1P3 antagonist = x; ROMK primary = x; TLR4 MyD88 comp = 4; L major viab = 4; bIAP act = 0.9; bIAP inh = 12; PPARg SRC-3 ag = -18; PPARg SRC-1 ag = -2; PPARg SRC-2 ag = -6

# Following part:
[41] COC(=O)/C(=C1\Oc2ccc(C(C)(C)C)cc2S1)C(F)(F)F
[42] CSc1ccc(OC2CCCCC2NS(=O)(=O)c2ccc(Cl)cc2)cc1 (stereo not drawn)
[43] CCCCn1c(N)c(C(=S)NC(=O)CC(C)C)c(=O)n(C)c1=O
[44] Cc1ccc(/C=N/NC(=O)c2csc3c2CCCC3)cc1
[45] COc1ccc([N+](=O)[O-])cc1NCc1cccc([N+](=O)[O-])c1
[46] Cc1ccc(C(=O)N2CCOCC2)cc1Cl
[47] Cc1c(/C=N/O)c2ccccn2c1C=O
[48] COc1ccc(-c2nnc(SCC(=O)NC(=O)NCc3ccccc3)o2)cc1
Assay by compound	41	42	43	44	45	46	47	48
SRC2 TRFRET art	1582	1320	1770	1419	1685	1516	1402	1602
DTT redox prof	0.0	-0.7	-0.9	-3.5	0.7	1.7	0.3	0.0
S1P3 antagonist	-2	6	-1	x	2	-41	-43	x
ROMK primary	x	x	x	2.1	x	-0.47	0.7	-0.63
TLR4 MyD88 comp	6	5	-9	10	5	10	5	-7
L major viab	-4	96*	24	-1	11	-6	-2	-6
bIAP act	1.1	1.1	1	0.8	0.4	1	1.3	1
bIAP inh	-10	-6	2	16	x	5	-25	2
PPARg SRC-3 ag	6	-2	-2	2	1	0	-4	20
PPARg SRC-1 ag	5	-4	3	3	1	-6	-1	13
PPARg SRC-2 ag	5	-3	8	1	-8	3	-8	13

[49] Cc1cc(SCC(=O)OCC(=O)NC(C)c2ccccc2)c(C)cc1Br (stereo not drawn)
[50] O=C(NCCN1CCOCC1)c1ccc2c(c1)ncn2C1CCCC1
[51] O=C(O)C(=O)/C(=C\c1cccc2ccccc12)c1ccc2ccccc2n1
[52] CC(C)(C)NC(=O)C(c1ccccc1)N(C(=O)C1CSC(=O)C1)c1ccccc1 (stereo not drawn)
[53] Cc1ccc(O)c(NC(=O)c2cc([N+](=O)[O-])ccc2Cl)c1
[54] O=C(CSc1nnc(CNC(=O)c2ccccc2F)o1)c1ccc(Cl)cc1
[55] Cc1nnc(Nc2ccc3c(c2)ncn3C)c2ccccc12
[56] CC(C)(C)NC(=O)NC(=O)CSc1nnc(COc2ccccc2Cl)o1
Assay by compound	49	50	51	52	53	54	55	56
SRC2 TRFRET art	1493	1488	1524	1769	1448	1618	1537	1647
DTT redox prof	0.1	-0.3	0.5	2.3	0.3	-1.1	2.7	-0.1
S1P3 antagonist	-2	-21	x	x	5	x	33	x
ROMK primary	-0.0048	0.074	-1.8	x	-0.079	-0.81	x	0.11
TLR4 MyD88 comp	-3	6	3	-1	-5	4	-8	-13
L major viab	51*	-6	-6	38	15	-5	-2	-8
bIAP act	0.9	0.9	1	0.8	1.1	0.9	1.2	1
bIAP inh	7	9	3	17	-10	9	-19	-3
PPARg SRC-3 ag	-2	0	-10	-4	0	-2	0	10
PPARg SRC-1 ag	-2	-1	-1	0	11	-2	-3	0
PPARg SRC-2 ag	-2	7	3	5	-6	11	0	11
